Screening results from PubChem BioAssay.
Arr AP2 block = inhibitors of human beta-arrestin and AP2 interaction; FITC-arrestin peptide / GST-AP2 beads, flow cytometry; AP2 beta2 appendage carries R879A mutation; inhibition, % at 10 µM; 340,000 compounds, 0.31% hits; AID 504490;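 active means inhibition above a set limit, near 3 SD of compounds lacking own fluorescence, cut at about 54% in these data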;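 further: plate controls were DMSO wells for no effect and 5 µM unlabelled arrestin peptide for full effect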
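System: GST-AP2 R879A glutathione beads; medium: PBS, Tween 20 0.05%, BSA 0.1%; reagent: fluorescein-tagged arrestin peptide at 50 nM final; schedule: pre-incubation 12 min, peptide binding 1 h, room temperature; detection: flow cytometry, FL1 (488/535 nm); read-out: inhibition as reduced fluorescein signal on beads, percent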
MOR-DOR ag = OPRM1-OPRD1 heterodimerization agonism | activation, % at 9.3 µM | 340,000 compounds, 0.3% hits | AID 504326 | cells, luminescence; in the data active means activation above about 18%;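 further: 0% = vehicle-treated cells and 100% = reference agonist; values of inactives mirror those of a sister screen read the other way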
Keap1-Nrf2 PPI = inhibitors of human Keap1-Nrf2 protein-protein interaction | Q14145 | Keap1 Kelch-Nrf2 peptide fluorescence polarization, 1536-well | inhibition, % at 9.4 µM | 340,000 compounds, 0.15% hits; in the data active means inhibition above about 12%;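 further: human Keap1 Kelch domain with fluorescein labeled Nrf2 9mer peptide probe; 0% = neutral control wells and 100% = peptide positive control; higher means more block of Keap1 binding to Nrf2 peptide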
Target sequence (Q14145 whole entry, looked up, the tested form may be a part): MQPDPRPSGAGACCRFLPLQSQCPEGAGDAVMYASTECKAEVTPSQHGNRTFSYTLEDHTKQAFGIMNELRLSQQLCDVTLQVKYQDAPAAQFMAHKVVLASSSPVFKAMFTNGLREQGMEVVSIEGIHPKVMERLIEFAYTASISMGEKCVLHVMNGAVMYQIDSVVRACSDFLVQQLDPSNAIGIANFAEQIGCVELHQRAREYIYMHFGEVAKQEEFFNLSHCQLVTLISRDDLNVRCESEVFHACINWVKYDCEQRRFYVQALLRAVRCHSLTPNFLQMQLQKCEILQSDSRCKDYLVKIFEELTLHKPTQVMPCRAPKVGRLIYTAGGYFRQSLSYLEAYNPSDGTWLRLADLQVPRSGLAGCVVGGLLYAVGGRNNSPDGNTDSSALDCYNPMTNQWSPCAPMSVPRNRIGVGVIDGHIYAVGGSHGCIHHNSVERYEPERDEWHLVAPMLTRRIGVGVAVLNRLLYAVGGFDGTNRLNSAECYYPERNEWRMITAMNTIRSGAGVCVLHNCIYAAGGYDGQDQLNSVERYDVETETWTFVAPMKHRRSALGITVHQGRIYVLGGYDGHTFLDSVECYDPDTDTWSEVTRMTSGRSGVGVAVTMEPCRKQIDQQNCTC
Cardiac RTF inh = cardiac RTF calcium desensitization | IANBD-labeled cardiac RTF, Ca2+ fluorescence | inhibition, % at 7.15 µM | 340,000 compounds, 0.12% hits;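 active means inhibition above the mean inhibition of all tested compounds plus 3 SD, cut at about 17% in these data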;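 further: assay run at fixed EC70 calcium of 1.6 mM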
RTF Ca sens act = cardiac RTF calcium sensitization | IANBD-labeled TnC RTF fluorescence at EC20 calcium; 0% EC20 calcium, 100% full calcium | activation, % at 7.2 µM | 340,000 compounds, 0.24% hits | P19429+P45379;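 active means activation above the mean over all tested compounds plus 3 SD, cut at about 30% in these data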;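 further: rise in fluorescence read as greater calcium sensitivity of cardiac thin filaments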
MOR-DOR inv ag = inverse agonist of human OPRM1-OPRD1 heterodimerization; P35372+P41143; cell-based MOR-DOR heterodimer luminescence, inverse agonism; inhibition, % at 9.3 µM; 340,000 compounds, 0.21% hits; AID 504357; in the data active means inhibition above about 22%, passing the limit was not always enough;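 further: 0% = cells with DMSO and 100% = wells without cells with DMSO; values of inactives mirror those of a sister screen read the other way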
V-ATPase pHluor = alters yeast V-ATPase proton transport | 350,000 compounds, 0.37% hits | S. cerevisiae, pHLuorin cytosolic pH fluorescence | response, % at 10 µM; in the data active means response mostly above about 7.3%, no sharp cut-off; inactive means mostly below about 5.4%; further: actives read high; inactives centre near 0; some compounds called inactive have numbers as strong as hits; reference of the scale not given here
LANA DNA inh = inhibitors of KSHV LANA C-terminal domain DNA binding | MBP-C-LANA/FAM-LBS DNA binding, fluorescence polarization | inhibition, % at 9 µM | 340,000 compounds, 0.078% hits;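 active means highest replicate inhibition at or above 60% at 9 µM, even if other replicates fall short; inactive means all replicates below 60% inhibition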;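 further: 0% = neutral control wells and 100% = 4 µM acridine orange control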
Wnt bcat act = Wnt/beta-catenin pathway activation; Wnt/beta-catenin reporter cell assay, activator, plate reader; activation, % at 9.35 µM; 300,000 compounds, 1.2% hits; AID 743398; in the data active means activation above about 30%, passing the limit was not always enough;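 further: 0% = neutral control wells and 100% = positive control wells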
DSG3 Ab inh = human desmoglein-3 autoantibody binding inhibition | DSG3-coupled beads, scFv-anti-DSG3-GFP binding, flow cytometry; active compounds read low | P32926 | 310,000 compounds, 0.48% hits | binding (percent of control), % at 10 µM;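 active means binding more than 3 SD below its plate's average and above zero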;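 further: hits lower antibody fragment binding to DSG3; some compounds called inactive have numbers as strong as hits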
Active calls of the source: *; . = no result given.

SMILES	Arr AP2 block	MOR-DOR ag	Keap1-Nrf2 PPI	Cardiac RTF inh	RTF Ca sens act	MOR-DOR inv ag	V-ATPase pHluor	LANA DNA inh	Wnt bcat act	DSG3 Ab inh
O=C(NCc1ccccc1)C1(CC2CC(c3ccccc3)=NO2)CCNCC1 (centres undefined)	3	-0.1	-1	-4	3	1	5	-1.5	-9	103
CCOc1ccccc1NC(=O)CSc1n[nH]c(N)n1	-2	-2.2	4	-1	0	11	0	0.2	1	114
CCOC(=O)CCNC(=O)N1CCCC(C(=O)c2cccc(OC(C)C)c2)C1 (centres undefined)	1	-1.1	0	-7	-4	5	5	2.6	-1	101
CCN1CCN(Cc2ccc(NC(=O)c3ccc(C)c(NC(=O)c4cccc(-c5cn[nH]c(=O)c5)c4)c3)cc2C(F)(F)F)CC1	-5	-0.9	-1	-5	-1	5	-2	-1.3	.	109
Cc1ccc(C(c2c(O)nc3n(c2=O)CCS3)c2c(O)nc3n(c2=O)CCS3)cc1	22	0.6	3	1	-1	-4	-1	1.3	.	108
Cc1ccccc1OCCn1nc(C(=O)O)c2ccccc2c1=O	-2	0.6	-2	-12	1	-3	0	2.9	.	91
O=C(NCC(=O)N1CCN(c2ncccn2)CC1)c1ccccc1F	4	-3.6	0	-6	-1	14	-2	-0.5	23	104
O=C1CC(N2CCN(c3ccc(F)cc3)CC2)C(=O)N1Cc1cccs1 (centres undefined)	1	-0.7	0	-11	-1	3	0	0.0	-1	103
COc1ccc(Cc2nc(-c3cccs3)no2)cc1OC	-7	-1.2	-2	-3	-1	6	-2	-1.3	2	96
CC(C)Cc1nnc(NC(=O)CCC(=O)N2CC(C)CC(C)C2)s1 (centres undefined)	-5	-1.2	2	0	-4	7	3	-1.6	3	94
Cn1c(COc2ccccc2)nnc1SCCC(=O)Nc1ccccc1	8	-2.6	-4	-1	-7	12	4	-0.8	.	100
Cc1ccc(N(C)C(=O)N2CCN(S(=O)(=O)c3ccc(C)cc3)CC2)cc1	3	0.5	-1	-16	9	-2	-1	-3.2	2	.
CCn1nc(C)cc1C(=O)N1CCCC(C(=O)c2cccc(OC)c2)C1 (centres undefined)	3	-2.9	-1	-4	2	13	0	4.4	0	103
CCCCN(c1ccccc1)S(=O)(=O)c1ccc2c(c1)CCN2C(=O)CCC(=O)O	14	-1.6	-3	3	-2	9	0	-1.3	.	.
O=C(Nc1cc2c(cc1Br)OCCO2)c1ccco1	-9	-2.7	1	2	-6	14	3	1.6	.	.
O=C(NCC(c1ccco1)N1CCCC1)c1cn(Cc2ccccc2)nc1-c1ccccc1 (centres undefined)	15	0.0	-4	-6	-2	0	3	-0.9	1	.
O=C(Cc1sc(Nc2ccccc2)nc1-c1ccccc1)NCc1ccccc1	24	-1.3	3	12	4	7	-3	0.9	7	107
COc1ccc(C(=O)Nc2ccc(F)cc2F)cc1OC	-4	-0.7	1	-6	14	4	-1	0.0	12	101
CCCCC1(O)CC(C(F)(F)F)=NN1C(=O)COc1ccccc1 (centres undefined)	33	3.7	-4	3	-2	-21	2	1.4	.	106
Cc1ccccc1CSc1nnnn1-c1ccc(C(N)=O)cc1	-10	-4.3	0	-2	4	19	3	-3.2	0	99
CN(/N=C/c1cc(Br)cc(Br)c1O)c1cccc(C(F)(F)F)n1	6	-0.5	-1	7	-3	3	0	0.2	-3	91
CC(C)OC(=O)c1cccc(C(=O)O)n1	2	-0.4	1	-3	1	2	-7	0.2	-1	66
CCOC(=O)c1c(C)nn(-c2ncccc2NC(=O)CCC(=O)O)c1C	-10	.	.	.	.	.	1	.	-3	89
Cn1c(=NC(=O)CSCC(=O)N2CCCC2)sc2ccccc21	2	-3.9	-5	4	-2	19	-5	-2.6	.	112
COc1cc(/C=C2\S/C(=N/S(=O)(=O)Cc3ccccc3)NC2=O)c([N+](=O)[O-])cc1OC	33	-1.3	2	-5	-6	6	-3	-0.5	2	95
COc1cccc(NC(=O)C(C)C)c1	-12	-2.1	-2	-7	4	12	4	2.5	1	100
C=CCNS(=O)(=O)c1cccc(C(C)=O)c1	10	-0.1	4	-1	-1	0	5	0.0	.	126
COc1ccc(-c2[nH]nc3c2C(c2ccsc2)C(C#N)=C(N)O3)cc1 (centres undefined)	-1	1.4	0	-2	3	-7	3	-0.2	.	94
O=C(NNC(=O)c1ccc(-n2cncn2)c([N+](=O)[O-])c1)c1ccc(Cl)cc1	11	5.1	5	-4	-4	-33	0	1.2	1	94
COc1ccc(/C(O)=C2/C(=O)C(=O)N(CCCC(=O)O)C2c2ccc(OC)cc2)cc1 (centres undefined)	11	-2.9	-2	-4	2	16	-5	0.4	.	97
O=C(NCCc1cccc(F)c1)[C@@H]1CSC2c3ccccc3C(=O)N21 (some centres undefined)	-7	-3.1	-1	4	-3	13	7	0.3	-4	106
COc1ccccc1NC(=O)Nc1cc(F)ccc1F	-1	0.6	0	-4	-4	-3	1	0.7	15	101
Cc1ccnc(NS(=O)(=O)c2ccc(NC(=O)Cc3c(F)cccc3Cl)cc2)n1	6	-4.4	0	1	-1	21	-1	-1.8	0	109
COC(=O)[C@H](C(C)C)N(Cc1ccccc1)S(=O)(=O)CCNC1CCCC1	9	1.5	-1	-4	-3	-7	2	-1.2	-1	107
c1ccc(C2(CNc3ccccn3)CCCC2)cc1	-2	0.9	3	-3	8	-5	-1	1.7	-1	98
CCN(CC)C(=O)[C@H]1C[C@H](CC(=O)NCc2ccco2)C(=O)N2CCc3c([nH]c4cc(CCC(=O)N(C)C)ccc34)[C@]12C	1	-4.0	-4	-4	-4	19	-1	0.7	0	109
O=C(O)C(=Cc1cccc([N+](=O)[O-])c1)c1ccc(Cl)cc1	11	0.5	2	1	-4	-2	5	3.5	-2	87
CCOC(=O)C1(Cc2cccc(F)c2)CCN(C(=O)C2CCCO2)CC1 (centres undefined)	6	-2.7	-4	-16	-3	13	1	-0.2	8	102
CCc1cccc(NC(=O)CCS(=O)(=O)c2ccc3c(c2)NC(=O)CO3)c1	7	-1.5	-6	-4	0	8	1	-0.6	0	93
COc1ccccc1-c1noc(-c2ccncc2)n1	-1	0.2	-3	-2	4	-1	-2	-0.2	0	120
CCN(CC(=O)Nc1c(F)cccc1F)C(=O)c1cnc(C)cn1	36	-1.1	2	-4	2	4	2	0.8	7	.
CN1CCN(c2nc3c(c(=O)n(C)c(=O)n3C)n2Cc2ccccc2)CC1	-4	3.2	0	-8	0	-17	6	-0.1	2	107
COc1ccc(NC(=O)C2CCCN(S(=O)(=O)c3cccc4cccnc34)C2)cc1OC (centres undefined)	8	0.0	2	-4	-1	0	-1	-1.8	0	110
CC(C)CC(=O)Nc1ccc(C(=O)CN2CCN(c3ccc(O)cc3)CC2)cc1	0	-2.0	-2	0	-4	13	-3	1.2	-1	94
COC(CNC(=O)c1ccc(N2CCc3ccccc32)c([N+](=O)[O-])c1)OC	-4	-2.2	1	-8	5	13	1	1.8	.	100
CC(=O)Nc1ccccc1OCc1nnc(-c2ccc(Cl)cc2)o1	-26	-3.3	-4	1	4	16	-3	-0.5	1	121
CC(C)=CCC[C@](C)(O[C@@H]1O[C@H](CO[C@@H]2O[C@H](CO)[C@@H](O)[C@H](O)[C@H]2O)[C@@H](O)[C@H](O)[C@H]1O)C1CC[C@]2(C)C1C(=O)CC1[C@@]3(C)CC[C@H](O[C@H]4O[C@@H](CO)[C@H](O)[C@@H](O)[C@@H]4O)C(C)(C)C3CC[C@]12C (some centres undefined)	-9	-1.9	-4	4	6	11	1	0.5	-2	94
COc1ccc(CC(NC(C)=O)C(=O)NC2CCN(C(=O)C3CC3)CC2)cc1OC (centres undefined)	3	-0.8	-7	-20	8	4	3	0.5	0	100
COc1ccc(NC(=O)C2CC(c3ccc(Cl)cc3)=NO2)cc1 (centres undefined)	3	-0.5	-5	-3	-4	2	-5	11	-2	100
CSc1ccc(CN2CCSCC2)cc1	13	-3.1	-5	-8	-2	16	-5	2.2	-2	105
O=C(CSCC(=O)N1CCOCC1)Nc1ccccc1	-1	-0.5	0	-2	-3	2	-1	-0.9	.	94
CC(=O)c1c(C)[nH]c(C(=O)Nc2cccc(C)n2)c1C	-4	-1.8	-7	1	-5	9	-1	-0.1	39*	114
COc1ccc(-n2c(N)c(C#N)c3ccc([N+](=O)[O-])cc3c2=O)cc1	13	2.0	-1	-8	4	-12	-2	3.9	0	99
Cc1ccc(NC(=O)CC(=O)Nc2ccc(C)cc2)cc1	-7	-0.1	-7	-7	9	0	2	1.0	1	99
CC(C)(C)c1cc(-c2nc(N)nc(N)n2)cc(C(C)(C)C)c1	18	4.8	-5	-3	6	-23	-3	4.8	-1	.
O=C(CC(c1ccccc1)c1ccccc1)Nc1ccc(C(=O)O)cc1	-8	-2.1	1	-5	-2	10	-1	-0.8	1	94
CCOCCCNC(=S)N1CCC(NC(=O)C23CC4CC(CC(C4)C2)C3)CC1	39	-0.7	-5	1	-2	3	-1	0.6	-1	92
CCC(C)(C)NC(=O)C(c1ccccc1Cl)N(Cc1cccnc1)C(=O)CCC(=O)Nc1cc(C)on1 (centres undefined)	22	-2.4	2	0	-4	15	-2	-0.6	-3	94
CN(c1ccc(C(=O)NC2CCCCC2)cc1)S(=O)(=O)c1ccccc1	-7	-0.1	-4	6	0	1	3	0.5	-1	94
O=C(Nc1ccc(Br)c2cccnc12)c1ccc(Cn2cc(Cl)cn2)o1	-3	-0.6	-4	-6	1	4	-3	0.6	.	73

One compound at a time, from the list above. Values in the order: Arr AP2 block, MOR-DOR ag, Keap1-Nrf2 PPI, Cardiac RTF inh, RTF Ca sens act, MOR-DOR inv ag, V-ATPase pHluor, LANA DNA inh, Wnt bcat act, DSG3 Ab inh
Record of COC(CNC(=O)c1ccc(N2CCc3ccccc32)c([N+](=O)[O-])c1)OC : -4, -2.2, 1, -8, 5, 13, 1, 1.8, ., 100
Record of O=C(CC(c1ccccc1)c1ccccc1)Nc1ccc(C(=O)O)cc1 : -8, -2.1, 1, -5, -2, 10, -1, -0.8, 1, 94
Record of CSc1ccc(CN2CCSCC2)cc1 : 13, -3.1, -5, -8, -2, 16, -5, 2.2, -2, 105

Further results
SMILES	Arr AP2 block	MOR-DOR ag	Keap1-Nrf2 PPI	Cardiac RTF inh	RTF Ca sens act	MOR-DOR inv ag	V-ATPase pHluor	LANA DNA inh	Wnt bcat act	DSG3 Ab inh
O=C(O)CCc1ccc(-c2ccccc2)n1NC(=O)c1sc2ccccc2c1Cl	34	-2.2	4	3	-6	11	-1	0.4	.	114
O=C(Nc1cccnc1)c1cc(Br)c(Br)s1	-3	6.9	-1	6	-3	-44	2	0.4	16	103
Cc1cc2oc(=O)cc(COC(=O)c3n[nH]c4ccccc34)c2cc1C	17	1.9	-5	3	-2	-8	5	0.8	.	100
COCCCNC(=O)/C(C#N)=C/c1c(N2CCN(C)CC2)nc2c(C)cccn2c1=O	-11	-2.4	6	-6	0	11	-1	-1.4	-1	98
C/C(=N\NC(=O)CN(c1ccc(C)cc1)S(C)(=O)=O)c1cccs1	-3	-3.3	-3	9	-8	17	3	3.3	.	109
CN(C(=O)COn1nnc2ccc(Cl)cc21)C1CCS(=O)(=O)C1 (centres undefined)	19	-4.0	-1	2	-1	15	0	-1.8	3	94
